Assay outcomes from PubChem.
DRD3 antagonist – antagonists of human D3 dopamine receptor; D3R cells, DiscoveRx beta-arrestin luminescence, antagonist mode; stronger effect = lower value; max response, negative = inhibition, %; P35462; hit rate 2.5% among 360,000; AID 652054; in the data active = max response below about -50%; inconclusive = no clear call, values can overlap the other calls; note: % is set by controls: 0 for no effect and ±100 for the full control effect; mostly tested at two doses, the higher about 12 µM
Target sequence (P35462 whole entry, looked up): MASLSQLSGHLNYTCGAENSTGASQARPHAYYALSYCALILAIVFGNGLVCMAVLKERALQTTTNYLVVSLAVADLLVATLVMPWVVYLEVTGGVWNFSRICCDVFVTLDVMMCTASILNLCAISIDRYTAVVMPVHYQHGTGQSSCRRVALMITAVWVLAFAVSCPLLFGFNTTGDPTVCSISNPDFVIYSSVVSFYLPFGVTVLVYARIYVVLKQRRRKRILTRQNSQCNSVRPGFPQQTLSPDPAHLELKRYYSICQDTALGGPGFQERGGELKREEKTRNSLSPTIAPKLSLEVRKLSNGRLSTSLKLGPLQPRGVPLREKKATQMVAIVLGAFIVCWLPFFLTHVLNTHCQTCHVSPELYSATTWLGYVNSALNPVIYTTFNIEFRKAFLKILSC
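Cells plated overnight at 1500 cells/well, then exposed to library compounds with dopamine controls for 90 minutes at 37 degrees C. DiscoveRx reagent added for 30–60 minutes at room temperature; luminescence read, quantitative HTS format.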
PTHR1 ag – activates the human parathyroid hormone receptor PTHR1; HEK293 GP2 PTHR1 cells, GloSensor cAMP luminescence, 1 h; Q03431; Potency, µM (highest dose often 115 µM), without a hit: top-dose activation, actives largely listed as activators; hit rate 0.075% among 410,000; note: potency is the fitted concentration of half-maximal effect; nearly all actives have a fitted effect of over 55% in size; some results filed as inactive show a strong effect at the top dose; inactives centre near -15; many of its hits are not listed in these tables
Target sequence (Q03431 whole entry, looked up): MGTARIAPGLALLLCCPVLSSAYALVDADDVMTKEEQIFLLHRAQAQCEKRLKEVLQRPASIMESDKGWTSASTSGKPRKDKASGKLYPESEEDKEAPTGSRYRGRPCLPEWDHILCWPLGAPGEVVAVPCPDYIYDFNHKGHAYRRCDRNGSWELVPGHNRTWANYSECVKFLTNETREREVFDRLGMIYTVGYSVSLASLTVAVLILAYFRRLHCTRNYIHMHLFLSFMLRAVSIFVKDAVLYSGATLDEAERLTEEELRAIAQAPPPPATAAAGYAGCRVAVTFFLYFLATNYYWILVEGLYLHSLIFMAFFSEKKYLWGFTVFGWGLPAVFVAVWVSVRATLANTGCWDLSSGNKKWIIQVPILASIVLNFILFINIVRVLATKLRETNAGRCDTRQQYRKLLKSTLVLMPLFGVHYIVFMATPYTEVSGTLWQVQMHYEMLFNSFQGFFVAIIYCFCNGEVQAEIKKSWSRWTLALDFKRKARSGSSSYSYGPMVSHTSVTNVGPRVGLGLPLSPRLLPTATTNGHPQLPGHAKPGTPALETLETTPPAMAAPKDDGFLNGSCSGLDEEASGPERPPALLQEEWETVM
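HEK-293-derived GP2 cells expressing PTHR1 and a GloSensor cAMP reporter, 3,000/well, plated overnight, given luciferin plus IBMX (each 0.5 mM as added) for 1 h at 37 °C, then compound for 1 h at 37 °C. Luminescence was read after 15 min at room temperature.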
Mm-Cpn inhibitor – M. maripaludis TRiC chaperonin inhibition. Potency, µM (doses to about 76.9 µM), for the others: at the highest dose activity, negative = inhibition, hits mostly inhibitors. hit rate 0.031% among 330,000. purified Mm-Cpn ATPase, ADP Transcreener TR-FRET; note: potency is the fitted concentration of half-maximal effect; % is set by controls: 0 for no effect and ±100 for the full control effect; nearly all actives have a fitted effect of over 80% in size
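Reaction buffer contained 30 mM Tris pH 7.4, 100 mM KCl, 5 mM MgCl2 and 1 mM DTT. Mm-CPN (25 nM final) hydrolysed 10 uM ATP over 30 min at 37°C; ADP was read by HTRF.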
DRD3 agonist – agonists of human D3 dopamine receptor; D3R DiscoveRx beta-arrestin cells, luminescence, 90 min; max activation, %; hit rate 0.58% among 410,000; in the data active = max activation above about 30%; note: 0% is about no effect; mostly tested at two doses, the higher about 12 µM
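Agonist mode: compounds and dopamine controls were applied to plated cells for 90 min at 37 degrees C after an overnight attachment at 1500 cells/well. Luminescent read-out followed 30 - 60 minutes at room temperature with DiscoveRx detection reagent.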
EPAC2 antag – EPAC2 (human) antagonism; hit rate 0.18% among 360,000; AID 720708; Potency, µM (highest dose often 114 µM), inactives show at the highest dose activity, negative = inhibition, hits mostly inhibitors; EPAC2 GEF exchange of Rap1B-BODIPY-GDP, fluorescence; Q8WZA2; note: potency is the fitted concentration of half-maximal effect; % is set by controls: 0 for no effect and ±100 for the full control effect; nearly all actives have a fitted effect of over 45% in size; many of its hits are not listed in these tables
CCT modulator – changes cytosolic chaperonin activity; AID 651819; activity change, % (test concentration not listed), hits read low; purified chaperonin ATPase assay, HTRF ADP detection, 30 min; hit rate 0.3% among 360,000; in the data active = activity change below about -30%; note: % is set by controls: 0 for no effect and ±100 for the full control effect
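TRiC (40 or 20 nM final, by batch activity) in 30 mM Tris pH 7.4, 100 mM KCl, 5 mM MgCl2, 1 mM DTT was treated with compound at 76 uM single dose, then 10 uM ATP, 30 min at 37 °C. ADP was read by HTRF Transcreener.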
EPAC2 agonist – activates human EPAC2 exchange factor; EPAC2 activation, biochemical qHTS; response scale: 100% = 6.5 mM cAMP response; Potency, µM (doses to about 154 µM), inactives show at the top dose activation, most hits filed as activators; hit rate 0.079% among 360,000; AID 720711; note: potency is the fitted concentration of half-maximal effect; nearly all actives have a fitted effect of over 50% in size
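Fluorescence exchange assay: 100 nM EPAC2 with 250 nM RAP1B-BODIPY-GDP and 50 uM GDP; compounds tested as a concentration-titration series (qHTS). Loss of Rap1-bound BODIPY-GDP fluorescence read at 480/540 nm; data normalized to 6.5 mM cAMP.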
Akt phos inh – Akt phosphorylation inhibition; Neuro2A IGF-stimulated pAkt S473 HTRF, 20 min; stronger effect = lower value; activity change, % for hits at 50 µM; hit rate 0.32% among 360,000; AID 651550; in the data active = activity change below about -80%; inconclusive = mostly about -51% to -80%; note: % is set by controls: 0 for no effect and ±100 for the full control effect
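Single-point screen (50 µM final compound) in Neuro2A cells stimulated 20 min with 6 nM IGF at 37 deg C. After lysis, Ser473-phosphorylated Akt read by HTRF (ex 330 nm, em 615/665 nm) as the 665/615 ratio.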
The depositor's hits bear a star; [ ] = remark or other dose. Unless noted, calls come from the whole dose curve; as a rule, active = well fitted curve in the direction sought with a large enough effect; inconclusive = small, poorly fitted or top-dose-only effect, or another doubt; inactive = no such curve, though single readings can be large; an effect the other way counts as inactive or inconclusive.

For CC(=O)C1=C(c2ccccc2)NC(=S)NC1c1cc(Cl)c(OC(C)C)c(Cl)c1 (stereo not drawn) the results were DRD3 antagonist -25, PTHR1 ag inactive, Mm-Cpn inhibitor -21%, DRD3 agonist 0, EPAC2 antag -1%, CCT modulator -1.3, EPAC2 agonist 8% and Akt phos inh inactive.
Screening CC(C)OCCCNC(=O)c1cn(C)c2ccc(S(=O)(=O)N3CCCC3)cc2c1=O returned DRD3 antagonist 3, PTHR1 ag inactive, Mm-Cpn inhibitor -2%, DRD3 agonist -5, EPAC2 antag 11%, CCT modulator -2.8, EPAC2 agonist -2% and Akt phos inh inactive.
Screening O=C(Nc1ccc2c(c1)nc1n2CCN(C2CCCCC2)C1)c1ccco1 returned DRD3 antagonist -7, PTHR1 ag inactive, Mm-Cpn inhibitor -4%, DRD3 agonist 9, EPAC2 antag 3%, CCT modulator -1.4, EPAC2 agonist -2% and Akt phos inh inactive.
Screening N#Cc1cc([N+](=O)[O-])c(-n2nnc3ccccc32)c([N+](=O)[O-])c1 returned DRD3 antagonist -58*, PTHR1 ag inactive, Mm-Cpn inhibitor 1%, DRD3 agonist -2, EPAC2 antag -5%, CCT modulator -0.8, EPAC2 agonist -10% and Akt phos inh inactive.
`CC1=C(OC(=O)c2ccccc2)C(C)(C)C(c2ccc(Br)cc2)OC1=O` (stereo not drawn) gave DRD3 antagonist 4, PTHR1 ag -28%, Mm-Cpn inhibitor -10%, DRD3 agonist -3, EPAC2 antag 2%, CCT modulator 1.6, EPAC2 agonist -12% and Akt phos inh inactive.
`CC1Cc2cc(C3(O)C(=O)c4ccccc4C3=O)ccc2N1` (stereo not drawn) gave DRD3 antagonist 10, PTHR1 ag -10%[57.5 µM], Mm-Cpn inhibitor 1%, DRD3 agonist 1, EPAC2 antag 4%, CCT modulator -1.2, EPAC2 agonist 8% and Akt phos inh inactive.
Cc1ccccc1NC(=O)CN(C)S(=O)(=O)c1cccc2cccnc12 was read as DRD3 antagonist 28, PTHR1 ag inactive, Mm-Cpn inhibitor 1%, DRD3 agonist 7, EPAC2 antag -2%, CCT modulator 0.2, EPAC2 agonist -1% and Akt phos inh inactive.
Screening N#CCC(=O)N/N=C/c1ccc(OCC(=O)Nc2ccc(F)cc2)cc1 returned DRD3 antagonist -1, PTHR1 ag inactive, Mm-Cpn inhibitor -5%, DRD3 agonist 3, EPAC2 antag 1%[57.1 µM], CCT modulator -1.6, EPAC2 agonist 0% and Akt phos inh inactive.
Screening CCN(CC(=O)NCc1ccc(Cl)cc1)C(=O)COc1ccc(C)cc1C returned DRD3 antagonist 11, PTHR1 ag -44%[inhibitor], Mm-Cpn inhibitor 0%, DRD3 agonist 0, EPAC2 antag 1%, CCT modulator 0.3, EPAC2 agonist -1% and Akt phos inh inactive.
Screening O=C(NCCc1ccccc1F)c1cccc2cccnc12 returned DRD3 antagonist 0, PTHR1 ag inactive, Mm-Cpn inhibitor 0%, DRD3 agonist 4, EPAC2 antag 1%, CCT modulator 0.4, EPAC2 agonist 8% and Akt phos inh inactive.
CC(C)(C)NC(=O)CSc1nnc(C2CC2)n1Cc1ccccc1 was read as DRD3 antagonist inconclusive, PTHR1 ag inactive, Mm-Cpn inhibitor 1%, DRD3 agonist -3, EPAC2 antag -2%, CCT modulator -1.1, EPAC2 agonist 0% and Akt phos inh inactive.
CCC(C)(C)NC(=O)Cc1ccc(Cl)cc1 was read as DRD3 antagonist 12, PTHR1 ag -6%, Mm-Cpn inhibitor 0%, DRD3 agonist 1, EPAC2 antag -7%, CCT modulator 1.3, EPAC2 agonist 11% and Akt phos inh inactive.
Screening COc1ccc(NC(=O)C(c2ccccc2F)n2c(=O)c(-c3cc4ccccc4[nH]3)nc3ccccc32)cc1 (stereo not drawn) returned DRD3 antagonist 19, PTHR1 ag inactive, DRD3 agonist 0, EPAC2 antag -15%, EPAC2 agonist 11% and Akt phos inh inactive.
Screening O=C(Nc1ccc(F)cc1)OCCOc1ccc(Br)cc1 returned DRD3 antagonist 14, PTHR1 ag -30%, Mm-Cpn inhibitor -15%, DRD3 agonist 3, EPAC2 antag -11%, CCT modulator -0.7, EPAC2 agonist 11% and Akt phos inh inactive.
CC(C)NC(=S)NCc1cccnc1 was read as DRD3 antagonist 2, PTHR1 ag inactive, Mm-Cpn inhibitor 0%, DRD3 agonist 2, EPAC2 antag 6%, CCT modulator -0.3, EPAC2 agonist 5% and Akt phos inh inactive.

The list goes on, starting with the last 2 of the part before.
Screening O=C(Nc1ccc(F)cc1)OCCOc1ccc(Br)cc1 returned DRD3 antagonist 14, PTHR1 ag -30%, Mm-Cpn inhibitor -15%, DRD3 agonist 3, EPAC2 antag -11%, CCT modulator -0.7, EPAC2 agonist 11% and Akt phos inh inactive.
CC(C)NC(=S)NCc1cccnc1 was read as DRD3 antagonist 2, PTHR1 ag inactive, Mm-Cpn inhibitor 0%, DRD3 agonist 2, EPAC2 antag 6%, CCT modulator -0.3, EPAC2 agonist 5% and Akt phos inh inactive.
Screening CCCCCC(=O)N1C[C@H](n2cc(-c3ccc(F)cc3)nn2)[C@@H](O)C[C@@H]1c1ccc(OC)cc1 returned DRD3 antagonist 31, PTHR1 ag -22%, DRD3 agonist -6, EPAC2 antag -17%, CCT modulator -1.1, EPAC2 agonist 1% and Akt phos inh inactive.
Screening CCCCOC(=O)c1ccc(NC(=O)c2cnc3n(c2=O)CCS3)cc1 returned DRD3 antagonist 6, PTHR1 ag -53%[inhibitor], Mm-Cpn inhibitor 1%, DRD3 agonist 0, EPAC2 antag 13%, CCT modulator -1.9, EPAC2 agonist 6% and Akt phos inh inactive.
O=C(C1CCC(CNc2c(N3CCCCC3)c(=O)c2=O)CC1)N1CCCCC1 (stereo not drawn) was read as DRD3 antagonist 5, PTHR1 ag inactive, Mm-Cpn inhibitor 2%, DRD3 agonist -2, EPAC2 antag 10%, CCT modulator -0.3, EPAC2 agonist -5% and Akt phos inh inactive.
CCCOc1ccc(C2C(C(=O)c3cc4ccccc4o3)=C(O)C(=O)N2c2cc(C)on2)cc1OC (stereo not drawn) was read as DRD3 antagonist -6, PTHR1 ag -12%, Mm-Cpn inhibitor inconclusive, DRD3 agonist -1, EPAC2 antag 3%, CCT modulator 0.1, EPAC2 agonist -16% and Akt phos inh inactive.
CCOc1ccc(C(=O)NC(C)CCc2ccccc2)cc1 (stereo not drawn) was read as DRD3 antagonist -1, PTHR1 ag inactive, Mm-Cpn inhibitor 1%, DRD3 agonist -1, EPAC2 antag -2%, CCT modulator 0.6, EPAC2 agonist 2% and Akt phos inh inactive.
CCN(CC)Cc1cc(C(=O)O)c(-c2ccccc2)o1 was read as DRD3 antagonist -6, PTHR1 ag 0%, Mm-Cpn inhibitor -1%, DRD3 agonist 1, EPAC2 antag 4%, CCT modulator -2.2, EPAC2 agonist 13% and Akt phos inh inactive.
`CCCCCCCN1C2=NCCCN2c2ccccc21` gave DRD3 antagonist -15, PTHR1 ag -6%, Mm-Cpn inhibitor 4%, DRD3 agonist -8, EPAC2 antag 15%, CCT modulator -1.0, EPAC2 agonist 4% and Akt phos inh inactive.
Screening O=C(CCS(=O)(=O)c1ccccc1)Nc1nc2c(s1)COc1ccccc1-2 returned DRD3 antagonist 6, PTHR1 ag -1%, Mm-Cpn inhibitor -3%, DRD3 agonist 1, EPAC2 antag 1%, CCT modulator -1.4, EPAC2 agonist -4% and Akt phos inh inactive.
For Cc1cccc(C)c1NC(=O)CSc1ncnc2[nH]ncc12 the results were DRD3 antagonist 0, PTHR1 ag inactive, Mm-Cpn inhibitor -4%, DRD3 agonist -4, EPAC2 antag 11%, CCT modulator -1.0, EPAC2 agonist -1% and Akt phos inh inactive.
For COc1cc(/C=C(\C#N)c2nc3ccccc3s2)ccc1OCC(=O)Nc1ccccc1 the results were DRD3 antagonist -26, PTHR1 ag inactive, Mm-Cpn inhibitor inconclusive, DRD3 agonist 3, EPAC2 antag 20%, CCT modulator 0.6, EPAC2 agonist -6% and Akt phos inh inactive.
`COc1cc(CNc2ncnc3c2ncn3[C@H]2CN(Cc3ccc(F)cc3)C[C@@H](CO)O2)cc(OC)c1OC` gave DRD3 antagonist -10, PTHR1 ag -18%, DRD3 agonist -1, EPAC2 antag 7%, CCT modulator -0.2, EPAC2 agonist 12% and Akt phos inh inactive.
CC(=O)Nc1ccc(C(=O)OCC(=O)NCc2cccs2)cc1 was read as DRD3 antagonist 9, PTHR1 ag -33%[inhibitor], Mm-Cpn inhibitor -1%, DRD3 agonist 1, EPAC2 antag 5%, CCT modulator 0.6, EPAC2 agonist 12% and Akt phos inh inactive.
O=C(OCC(=O)N1CCCC1=O)C1CCN(S(=O)(=O)c2ccc(Cl)c(C(F)(F)F)c2)CC1 was read as DRD3 antagonist 19, PTHR1 ag -2%, Mm-Cpn inhibitor 0%, DRD3 agonist 0, EPAC2 antag 5%, CCT modulator 0.1, EPAC2 agonist -2% and Akt phos inh inactive.
`COC(=O)c1ccc(NC(=S)Nc2ccccc2)cc1` gave DRD3 antagonist -14, PTHR1 ag -26%, Mm-Cpn inhibitor -1%, DRD3 agonist 6, EPAC2 antag 7%, CCT modulator -6.7, EPAC2 agonist 9% and Akt phos inh inactive.
`CCOc1ccc(NC(=O)CCN2CCCCC2)cc1` gave DRD3 antagonist 7, PTHR1 ag -11%[57.5 µM], Mm-Cpn inhibitor 1%, DRD3 agonist -10, EPAC2 antag 9%, CCT modulator -4.8, EPAC2 agonist -2% and Akt phos inh inactive.
`COc1ccc(N=C2SC(CC(=O)Nc3ccccc3)C(=O)N2CCc2ccccn2)cc1` (stereo not drawn) gave DRD3 antagonist -10, PTHR1 ag -23%, Mm-Cpn inhibitor -3%, DRD3 agonist -1, EPAC2 antag -18%, CCT modulator -1.1, EPAC2 agonist 19% and Akt phos inh inactive.
Screening COc1cc2c(cc1OC)CN(C(=O)c1cc(S(=O)(=O)N3CCOCC3)c(Cl)cc1Cl)CC2 returned DRD3 antagonist 20, PTHR1 ag -82%[inhibitor], Mm-Cpn inhibitor 0%, DRD3 agonist -2, EPAC2 antag 0%, CCT modulator -1.6, EPAC2 agonist 8% and Akt phos inh inactive.

Not all compounds are listed. The share of hits here may be higher or lower than overall.
